STK33 inh: blocks human STK33 kinase activity; 320,000 compounds, 0.073% hits; inhibition, % at 10 µM; AID 2661; Q9BYT3; purified STK33, MBP phosphorylation, ADP-Glo luminescence;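 active means inhibition at or above 25%, using the most active replicate where run in duplicate; inactive means inhibition below 25%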
Target sequence (Q9BYT3 whole entry, looked up): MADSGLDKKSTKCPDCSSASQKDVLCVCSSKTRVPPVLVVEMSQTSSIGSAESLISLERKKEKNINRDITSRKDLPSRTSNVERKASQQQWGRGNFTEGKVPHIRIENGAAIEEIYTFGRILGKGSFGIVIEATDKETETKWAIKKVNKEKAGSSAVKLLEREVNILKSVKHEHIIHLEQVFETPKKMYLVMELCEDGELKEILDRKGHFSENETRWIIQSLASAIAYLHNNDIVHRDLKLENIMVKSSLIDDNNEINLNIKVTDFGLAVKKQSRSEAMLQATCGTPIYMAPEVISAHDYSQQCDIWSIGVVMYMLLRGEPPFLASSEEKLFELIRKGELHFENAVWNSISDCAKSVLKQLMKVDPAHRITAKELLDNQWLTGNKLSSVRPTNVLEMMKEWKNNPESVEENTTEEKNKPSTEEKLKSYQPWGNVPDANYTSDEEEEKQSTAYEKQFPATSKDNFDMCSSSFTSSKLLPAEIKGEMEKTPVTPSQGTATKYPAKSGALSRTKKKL
Kir21 block: inhibitors of mouse Kir2.1 inward-rectifier potassium channel; P35561; B-score at 10 µM; 310,000 compounds, 0.85% hits; HEK293-Kir2.1, FluxOR thallium flux fluorescence; stronger effect = lower value; AID 1672;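 active means fluorescence ratio B-score at or below minus 3 SD of library scores, with starting-brightness B-score within 2 SD, cut at about -4.2 in these data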;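 further: channel flux triggered by added potassium and thallium sulfate stimulus; B-score of peak minus minimum fluorescence over baseline after thallium stimulus; more negative B-score means stronger Kir2.1 block with less thallium influx; some compounds called inactive have numbers as strong as hits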
Target sequence (P35561 whole entry, looked up): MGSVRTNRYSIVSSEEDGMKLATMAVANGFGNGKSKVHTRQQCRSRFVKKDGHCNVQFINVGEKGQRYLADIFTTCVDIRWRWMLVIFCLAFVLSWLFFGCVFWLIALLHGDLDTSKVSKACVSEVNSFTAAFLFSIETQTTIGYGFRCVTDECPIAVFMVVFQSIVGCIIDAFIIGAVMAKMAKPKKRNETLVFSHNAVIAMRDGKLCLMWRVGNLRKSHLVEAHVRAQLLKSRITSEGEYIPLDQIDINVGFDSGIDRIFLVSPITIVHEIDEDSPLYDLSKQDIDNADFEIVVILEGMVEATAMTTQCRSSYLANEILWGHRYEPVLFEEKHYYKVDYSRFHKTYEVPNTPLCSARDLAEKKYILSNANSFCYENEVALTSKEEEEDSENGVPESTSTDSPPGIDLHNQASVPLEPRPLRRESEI
An asterisk follows results filed as active; nt = not tested or not shown. Not a hit list. About 0.84% of those tested had a hit in this group.

smiles	STK33 inh	Kir21 block
Nn1cc(-c2ccccc2)nc1SCC(=O)NCCc1ccccc1	-0.3	-0.36
O=C(CSc1nc2[nH]ncc2c(=O)[nH]1)N1CCCCC1	-0.5	2.2
CCc1ccnc(NC(=O)Nc2ccc(OCc3ccccc3)cc2)c1	-0.7	1.2
CN1C/C(=C/c2ccsc2)C(=O)/C(=C/c2ccsc2)C1	0.4	1.8
C[C@@H]1COC(=O)[C@@H](Cc2ccc(F)cc2)C/C=C\C[C@@H](CC(=O)N[C@H](CO)Cc2ccccc2)C(=O)N1	0.9	nt
COc1ccccc1NC(=O)Nc1nc(C(C)(C)C)cs1	-0.3	-0.4
CCS(=O)(=O)Nc1ccc2c(c1)N(C(C)=O)c1ccccc1CC2	-1.2	1.1
Cc1cc2c(NC(=O)CC(C)(C)CC(=O)O)cccc2nn1	-0.8	0.35
COc1ccc(/C=N/NC(=O)Cn2cnc3ccccc3c2=O)cc1	0.5	0.01
COc1ccc2c(c1)CCN1C2CCN2C(=O)CCC21 (stereo not drawn)	1.1	1.9
Cc1nc(NC(=O)c2ccc(Cl)cc2)nc2cc3c(cc12)OCO3	-1.6	-0.89
COCCNc1ncnc2c1cnn2Cc1ccc(Cl)cc1	-0.8	0.25
O=C(CNC(=O)OCc1ccccc1)Oc1ccc2ccc(=O)oc2c1	-1.1	0.02
O=C(N/N=C\c1ccncc1)c1ccccc1O	-1.9	-1.2
O=C(O)c1ccn(CSc2cc(Cl)ccc2Cl)n1	-1.5	nt
N#CC1=C(N)OC2=C(C(=O)CCC2)C12CCC1(CC2)OCCO1	-1.7	0.75
CCCC(=O)Nc1c(-c2cccc(C)c2)c(=O)c2ccccc2n1C	-1.2	-2.5
CCOC(=O)/C=C/COc1ccccc1[N+](=O)[O-]	-2.0	-1.9
O=c1[nH]c(C2CCN(S(=O)(=O)c3ccc4c(c3)OCCO4)CC2)nc2c1nnn2Cc1ccccc1F	-3.1	-2.7
CCc1noc(C)c1C(=O)NCCc1c[nH]c2ccccc12	-0.3	-0.39
Cc1ccc(NC(=O)CSC(N)=O)cc1Cl	6.2	-3.3
CCc1nnc(NS(=O)(=O)c2ccc(N3C(=O)c4ccccc4C3=O)cc2)s1	0.0	1.2
CCN(CC)S(=O)(=O)c1cc(C(=O)n2cccn2)c(Cl)cc1Cl	1.3	-1.1
CCCn1nc(C(=O)NCc2ccccn2)c2ccccc2c1=O	-2.9	0
Fc1ccccc1Nc1nc2ccccc2n2nnnc12	1.3	0.2
CCSc1nc(-c2ccc(OC)cc2)cc(-c2ccc(OC)cc2)c1C#N	1.0	-0.06
COc1ccc(-c2cc(C(=O)OCC(=O)Nc3ccc4c(c3)OCO4)c3ccccc3n2)cc1	-0.8	-0.05
CCOC(=O)c1c(C)nc2c(c1C)/C(=N/O)CC(C)(C)C2	0.4	0.5
Cc1cccc(CSc2nc3c(cc2C#N)CCC3)c1	-1.8	-0.28
O=C(OCC(=O)N1CCN(c2ccccc2)CC1)c1cc(Cl)ccc1[N+](=O)[O-]	-1.2	-0.03
N#CC(C#N)=C(N)Nc1cccc(Cl)c1	-0.6	-0.13
CCOc1ncccc1C(=O)OCc1c(Cl)cccc1Cl	1.1	-0.7
CC(C)NC(=O)CN(c1cccc(Br)c1)S(C)(=O)=O	0.6	0.09
O=C(CC1C(=O)NCCN1Cc1ccc(F)cc1)NCCN1CCCc2ccccc21 (stereo not drawn)	-1.0	0.18
CCCCc1ccc(NC(=S)N2CCN(c3ccccn3)CC2)cc1	-0.9	1.3
O=C(Oc1ccc(Cl)cc1)c1ccc(COC(=O)c2cnccn2)cc1	-0.3	1.2
CCOC(=O)C1(CCCc2ccccc2)CCN(C(=O)C2CCCN(C(N)=O)C2)CC1 (stereo not drawn)	-2.7	0.69
O=C(c1ccccc1)N1CCN(S(=O)(=O)N2CCCCCC2)CC1	2.4	0.22
NC(N)=Nc1nc2ccccc2o1	0.4	0.99
COc1ccc(N(Cc2cc3ccccc3[nH]c2=O)S(=O)(=O)c2ccccc2)cc1	-1.3	-1.3
Cc1ccc(-n2nc(C)c3c(C)c(CCC(=O)O)c(C)nc32)cc1	0.7	-3.2
c1ccc(OCc2nn3c(C4CCCCC4)nnc3s2)cc1	0.6	-1.9
Cn1c(CSCc2ccc(Cl)cc2Cl)n[nH]c1=S	-1.1	-2.4
Cc1ccc(NS(=O)(=O)c2cccc(C(=O)NN3CCOCC3)c2)cc1	0.2	0.44
CCOc1ccc(N2C(=O)CC(Sc3nnnn3-c3ccccc3)C2=O)cc1 (stereo not drawn)	nt	0.23
Cc1ccc(S(=O)(=O)/N=C(\c2ccc(Cl)cc2)N2CCOCC2)cc1	-0.5	-1.2
CC(=O)c1cccc(NC(=O)N2CCCC(C(=O)c3cc(F)ccc3F)C2)c1 (stereo not drawn)	0.6	-1.4
CCN1C/C(=N\S(=O)(=O)/N=C2\CN(CC)C(=O)N2CC)N(CC)C1=O	-0.8	1.4
CC(=O)c1c(C)[nH]c(C(=O)Nc2ccc(S(=O)(=O)N(C)C)cc2)c1C	1.0	-0.79
O=C(c1cc(F)c(F)cc1Cl)N1CCCc2ccccc21	1.7	-3.2
Cc1ccc[n+](-c2nc3ccccc3nc2[N-]S(=O)(=O)c2ccccc2)c1	-0.4	-0.53
COC(=O)c1sc2ccccc2c1-n1cccc1C(=O)C(=O)Nc1ccc(F)cc1	0.1	-0.45
COc1ccc(/C=N/NC(=O)CCSc2nc3ccccc3s2)cc1	-1.7	-1.3
CCOC(=O)c1oc2ccccc2c1COC(=O)CNC(=O)c1ccco1	-1.0	-1.2
Cc1cc(C)cc(N(CCC(=O)O)S(=O)(=O)c2ccc(Cl)cc2)c1	-0.3	0.76
O=CN1CCCN(C(=O)CC2C(=O)NCCN2Cc2cccc(Oc3ccccc3)c2)CC1 (stereo not drawn)	3.5	-0.11
COc1ccccc1/C=N/NC(=O)c1ccc(-c2ccccc2)cc1	-3.2	0.31
O=C(Nc1cccn(Cc2ccccc2Cl)c1=O)NC1CCCCC1	-1.7	0.93
O=C(COC(=O)CCSc1ccccc1)NCc1ccccc1	12	-0.72
Cc1ccc(NC(=O)C2CCCN(c3ncnc4c3nc3n4CCCCC3)C2)cc1Cl (stereo not drawn)	1.8	-0.08

Continuation:
smiles	STK33 inh	Kir21 block
CCOC(=O)C1CCCN(C(=O)c2cc3cc4ccc(OC)cc4nc3o2)C1 (stereo not drawn)	-1.1	-0.35
COc1ccc(C2=NNC(=Nc3cc(S(=O)(=O)N(C)C)ccc3C)SC2)c(OC)c1	-1.1	0.75
Cc1c(N=C2SCC(=O)N2/N=C/c2ccccc2)c(=O)n(-c2ccccc2)n1C	0.9	0.13
Cc1ccccc1NC(=O)CC1SC(=O)N(c2ccccc2)C1=O (stereo not drawn)	1.8	-1.5
c1ccc(-c2nnc(N3CCN(c4ccccc4)CC3)nc2-c2ccccc2)cc1	-0.9	-0.17
CC1CCN(CCn2c(=S)[nH]c3ccccc3c2=O)CC1	-1.6	0.02
O=C(NC1=NCCS1)c1ccccc1Cl	0.9	0.18
CC12CCC(=O)N1C(C(=O)NCCN1C(=O)S/C(=C\c3ccccc3Cl)C1=O)CS2 (stereo not drawn)	0.2	nt
Cc1c(C(=O)Nc2cc(S(=O)(=O)N3CCOCC3)ccc2N2CCN(C)CC2)oc2ccccc12	-0.3	2.5
Cc1nnc(SCC(=O)N(C)C2CCCCC2)s1	-0.9	-0.4
N#Cc1c(-c2ccccc2)cc(C2CC2)nc1SCC(=O)O	-2.2	-1.6
O=S1(=O)C[C@@H](O)[C@@H](Nc2ccc(Cl)cc2)C1	-0.2	-0.8
CCCc1n(CC(O)COCc2ccccc2)c2ccccc2[n+]1C (stereo not drawn)	-1.9	0.3
CC1(C)N=C(SCC(=O)Nc2ccc(Cl)cc2Cl)C(c2ccccc2)=N1	-3.2	0.52
C#CCSc1nc2sc3c(c2c(=O)n1C)CCC3	-0.5	0.15

New compounds follow:
SMILES | STK33 inh | Kir21 block
CC(C)c1ccc2[nH]c3nc(SCC(=O)NC4CC4)nnc3c2c1 | -0.5 | -0.81
Cc1cc(Nc2ccccc2)nc2cc(O)ccc12 | 1.7 | -5.2*
CCC(=O)N(Cc1cc2ccccc2[nH]c1=O)c1ccccc1OC | -1.2 | -0.34
Cc1[nH]nc(-c2ccc(OCc3cnn(-c4ccccc4)c3)c(C)c2O)c1Oc1ccccc1 | 0.9 | -0.11
Cc1cc(C(=O)NCC(=O)OCC(=O)Nc2ccc(OC(F)F)cc2)ccc1[N+](=O)[O-] | -0.3 | 0.28
Cc1ccc(NC(=O)COn2nnc3ccc(S(=O)(=O)N(C)C)cc32)cc1F | -1.1 | 0.94
Cc1c(/C(O)=C2\C(=O)C(=O)N(CCN(C)C)C2c2cccnc2)cnn1-c1ccccc1 (stereo not drawn) | -0.4 | nt
COc1cccc(N=Nc2c(N)[nH]n3c(=O)cc(-c4ccccc4)nc23)c1 | -0.7 | 1.6
COc1ccc(NS(=O)(=O)c2ccc3oc(SC(C)C(N)=O)nc3c2)cc1 (stereo not drawn) | -0.9 | -3.2
COC(=O)c1ccn(-c2nc(-c3ccco3)cc(C(F)(F)F)n2)n1 | -3.9 | 1.6
CC(C)(C)C(=O)Nc1nnc(SCC(=O)Nc2ccc3c(c2)OCO3)s1 | -1.0 | 0.17
CCOC(=O)c1c(-c2ccc(OC)cc2)nc2nonc2c1N | 0.1 | -0.12
CCCCC(=O)Nc1nc(C)c(C(C)=O)s1 | -2.4 | 0.06
O=C(COC(=O)c1ccccc1O)NCc1ccc2c(c1)OCO2 | 0.8 | nt
Cc1cccc(C(C)(C)C)c1OCCn1ccnc1 | -1.9 | -0.24
Oc1c(-c2cc(-c3ccco3)[nH]n2)ccc2ccccc12 | -0.2 | 1.5
Cc1nc2scc(C)n2c(=O)c1S(=O)(=O)NCC1CCN(Cc2ccc(Cl)cc2)CC1 | 0.0 | -1.9
Cc1cc(C)c(C(N)=O)c(NCCc2ccccc2)n1 | -0.4 | -0.31
CCN1CCN(Cc2cc(=O)oc3cc4c(cc23)CCC4)CC1 | 0.6 | -0.83
Nc1c(C(=O)CSc2nccn2-c2cccc(F)c2)c(=O)[nH]c(=O)n1C1CC1 | 0.5 | nt
C=CCNC(=O)NC(=O)CSc1nc2cc([N+](=O)[O-])ccc2n1-c1cccc(C(F)(F)F)c1 | -1.9 | 0
COc1ccc(NC(=O)c2oc3cc(C)c(C)cc3c2C)c(OC)c1 | -0.7 | -0.12
CCc1cc(C=NC2CCCCC2)c(O)s1 | -0.6 | 0.32
Cc1ccc(N(CC(=O)NCCSCc2ccco2)S(=O)(=O)c2ccc(C)cc2)cc1 | -1.4 | 0.13
O=[N+]([O-])c1ccc(C(=Nc2cccc3ccccc23)N2CCOCC2)cc1 | 0.2 | -0.51
CCC(=O)Nc1cccc(NC(=O)CSc2nc3c(c(=O)n(C)c(=O)n3C)n2C)c1 | -1.4 | -1.6
Cc1ccccc1SCC(=O)NC1CCOC1=O (stereo not drawn) | 0.6 | -0.95
CC(C)NC(=S)NNc1nc2ccccc2s1 | -0.4 | 0.03
COc1ccc(C2=NN(c3ccccc3)C(c3cn(CCC(=O)O)nc3-c3ccccc3)C2)cc1 (stereo not drawn) | 1.3 | -2.4
O=[N+]([O-])c1ccccc1O[C@@H]1O[C@H](CO)[C@H](O)[C@H](O)[C@H]1O | 8.0 | 2.3
COc1ccc(C(=O)N2CCCCCC2)cc1OC1CCN(C(C)=O)CC1 | -1.1 | -0.33
COc1ccc(C(=O)Nc2ccc(N3CCC(C)CC3)cc2)cc1Br | -2.2 | -0.06
COc1ccc(CC(=O)Nc2nc(C(C)(C)C)cs2)cc1 | 0.3 | -8.2*
NNC(=O)c1cccc(S(=O)(=O)Nc2cccc(C(F)(F)F)c2)c1 | -0.1 | 0.01
C1CCc2c(nc3nnnn3c2N2CCOCC2)C1 | -1.1 | 0.16
O=C(COc1ncnc2sccc12)Nc1cccc(S(=O)(=O)N2CCOCC2)c1 | 0.0 | nt
CCOC(=O)Cc1c(C)nc2c(-c3ccc(Cl)cc3)c(C)nn2c1C | 2.9 | 0.41
CNC(=S)NNC(=O)c1ccccc1F | -1.2 | 0.41
COc1ccc(CCNC(=O)CN2C(=O)c3ccccc3C2=O)cc1 | 0.3 | 2.1
CN(C(=O)C1CCOC1)c1nnc(-c2ccccn2)s1 (stereo not drawn) | -3.7 | 0.67
N#C/C(=C\c1cn(Cc2ccccc2F)c2ccccc12)C(=O)NCc1ccco1 | -1.6 | -0.35
CCOc1ccc(S(=O)(=O)N(C)CC(=O)NC2CCCC2)cc1 | -0.5 | 0.91
COc1ccc(-n2nnnc2SC(C)C(=O)NCC(=O)Nc2ccc(F)c(F)c2F)cc1 (stereo not drawn) | -0.6 | -1.3
O=C(CNS(=O)(=O)c1ccccc1)NCC(=O)OCc1ccc(C(=O)c2ccccc2)cc1 | -1.9 | -0.33
CC(=O)C1=C(NC(=O)c2ccc(F)cc2)CC2C1C2(C)C (stereo not drawn) | 0.3 | 0.02

Grouped by structure: those above containing a cyano group
SMILES | STK33 inh | Kir21 block
N#CC1=C(N)OC2=C(C(=O)CCC2)C12CCC1(CC2)OCCO1 | -1.7 | 0.75
CCSc1nc(-c2ccc(OC)cc2)cc(-c2ccc(OC)cc2)c1C#N | 1.0 | -0.06
Cc1cccc(CSc2nc3c(cc2C#N)CCC3)c1 | -1.8 | -0.28
N#CC(C#N)=C(N)Nc1cccc(Cl)c1 | -0.6 | -0.13
N#Cc1c(-c2ccccc2)cc(C2CC2)nc1SCC(=O)O | -2.2 | -1.6
N#C/C(=C\c1cn(Cc2ccccc2F)c2ccccc12)C(=O)NCc1ccco1 | -1.6 | -0.35

Screens as filed in PubChem BioAssay.
